mIAP act: mouse IAP activation | muIAP, CDP-Star luminescence, 30 min; active compounds read high; 1 = vehicle-only enzyme signal, 0 = enzyme-free wells | activation factor at 10 µM | hit rate 0.24% among 330,000;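 active = activation factor of at least 2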; note: the source names both 10 and 20 µM as test concentration; values of inactives mirror those of a sister screen read the other way
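Assay system: mouse IAP enzyme; Reagent: CDP-Star chemiluminescent phosphatase substrate; Compound: DMSO-dissolved test compounds; Incubation: 30 min, room temperature; Technique: luminescence from enzymatic CDP-Star hydrolysis; Controls: DMSO-only wells and no-enzyme negative control.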
GRIN3A LBD mod: modulates the human NR3A ligand-binding domain. Tm shift relative to glycine control, % at 25 µM. NR3A LBD differential scanning fluorimetry, Tm shift; 0% = protein alone, 100% = glycine-bound protein. hit rate 2.5% among 340,000;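 active = melting temperature shift of at least 10% of the positive control shift, at one fixed dose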
hIAP act: human IAP activation; P09923; purified human IAP, CDP-Star luminescence, 30 min; active compounds read high; 1 = vehicle-only enzyme, 0 = enzyme-free background; activation factor at 10 µM; hit rate 0.16% among 330,000; AID 2524;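 active = activation factor of the enzyme at least 2-fold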; note: the source names both 10 and 20 µM as test concentration; values of inactives mirror those of a sister screen read the other way
Target sequence (P09923 whole entry, looked up): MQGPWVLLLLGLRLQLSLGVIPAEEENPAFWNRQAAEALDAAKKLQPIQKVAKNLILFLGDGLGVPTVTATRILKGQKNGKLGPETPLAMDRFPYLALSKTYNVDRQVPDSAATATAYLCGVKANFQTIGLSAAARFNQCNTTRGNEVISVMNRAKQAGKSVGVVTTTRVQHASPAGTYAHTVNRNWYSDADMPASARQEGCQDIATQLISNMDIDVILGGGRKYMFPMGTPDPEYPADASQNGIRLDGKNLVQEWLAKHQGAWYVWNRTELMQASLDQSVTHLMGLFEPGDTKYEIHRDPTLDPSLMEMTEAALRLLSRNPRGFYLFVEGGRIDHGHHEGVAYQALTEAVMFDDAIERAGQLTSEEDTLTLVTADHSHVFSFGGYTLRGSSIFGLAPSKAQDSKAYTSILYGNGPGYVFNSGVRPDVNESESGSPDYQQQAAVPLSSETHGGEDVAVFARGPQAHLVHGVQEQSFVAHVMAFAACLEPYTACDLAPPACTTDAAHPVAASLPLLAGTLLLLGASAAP
mIAP inh: mouse IAP inhibition; purified mouse IAP, CDP-Star luminescence, 30 min; inhibition, % at 10 µM; hit rate 0.2% among 330,000;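 active = inhibition of at least 40% at 10 µM in the primary screen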;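 note: plate controls were DMSO with enzyme for no effect and no enzyme wells for full effect; values of inactives mirror those of a sister screen read the other way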
MPTP inh: permeability transition pore inhibition | inhibition, % at 10 µM | isolated mouse mitochondria, Ca2+ swelling absorbance, 30 min | AID 602449 | hit rate 1.4% among 360,000;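 active = inhibition of 50% or more, scaled per plate between neutral and stimulator controls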;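 note: 0% = DMSO wells given calcium and 100% = 1 mM EGTA wells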
MIN6 prolif: MIN6 beta-cell proliferation induction; MIN6 cells proliferation, ATPlite luminescence, 48 h; cells starved in 0.2% serum; 100% = growth in 10% serum; proliferation, % at 10 µM; hit rate 0.29% among 330,000; AID 2380;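 active = compounds whose signal lies at least 3.5 SD above the mean of all wells on their plate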;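 note: 0% = DMSO-treated cells in low-serum medium and 100% = 10% serum control; some compounds called inactive have numbers as strong as hits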
hIAP inh: blocks human intestinal alkaline phosphatase. P09923. purified IAP, CDP-Star luminescence, 30 min. inhibition, % at 10 µM. hit rate 0.12% among 330,000;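 active = inhibition reaching a set limit with compound at 10 µM in the primary screen, cut at about 35% in these data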;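 note: plate controls were DMSO wells with enzyme for no effect and no-enzyme buffer wells for full effect; values of inactives mirror those of a sister screen read the other way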
APOBEC3A inh: blocks human APOBEC3A ssDNA deamination | recombinant A3A, FAM/TAMRA ssDNA deamination fluorescence | inhibition, % at 20 µM | hit rate 0.41% among 330,000 | AID 493011;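 active = at least 40% inhibition at 20 µM here, with at most 30% in a related deaminase screen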;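 note: plate controls were A3A with DMSO for no effect and wells lacking A3A enzyme for full effect; some results filed as inactive read as strong as hits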
Target sequence (P31941 whole entry, looked up): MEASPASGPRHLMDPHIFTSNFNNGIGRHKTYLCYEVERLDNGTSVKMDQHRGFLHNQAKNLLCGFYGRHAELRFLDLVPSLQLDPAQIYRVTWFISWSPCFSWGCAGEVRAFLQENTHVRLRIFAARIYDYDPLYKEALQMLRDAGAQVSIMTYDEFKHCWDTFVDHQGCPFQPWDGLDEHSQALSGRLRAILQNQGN
APOBEC3G inh: inhibitors of human APOBEC3G DNA deaminase | inhibition, % at 20 µM | hit rate 0.28% among 330,000 | Q9HC16 | AID 493012 | recombinant A3G, ssDNA deamination FAM/TAMRA fluorescence;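 active = inhibition of at least 40% at 20 µM, with no more than 30% in the related APOBEC3A deaminase screen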;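 note: plate controls were DMSO wells with A3G for no effect and wells lacking A3G enzyme for full effect; some compounds called inactive have numbers as strong as hits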
Target sequence (Q9HC16 whole entry, looked up): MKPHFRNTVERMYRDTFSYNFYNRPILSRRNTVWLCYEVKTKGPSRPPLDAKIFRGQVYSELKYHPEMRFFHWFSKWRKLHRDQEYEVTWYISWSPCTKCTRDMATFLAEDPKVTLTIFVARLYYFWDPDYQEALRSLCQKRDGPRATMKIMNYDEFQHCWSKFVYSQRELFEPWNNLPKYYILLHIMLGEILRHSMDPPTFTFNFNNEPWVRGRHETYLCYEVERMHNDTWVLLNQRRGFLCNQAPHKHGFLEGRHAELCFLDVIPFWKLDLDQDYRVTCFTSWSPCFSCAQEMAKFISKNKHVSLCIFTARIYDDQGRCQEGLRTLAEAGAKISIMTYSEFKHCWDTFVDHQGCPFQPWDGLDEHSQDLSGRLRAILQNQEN
Starred values were filed as active, the others as inactive.

The first three records, ahead of the listing:
SMILES	mIAP act	GRIN3A LBD mod	hIAP act	mIAP inh	MPTP inh	MIN6 prolif	hIAP inh	APOBEC3A inh	APOBEC3G inh
Cn1nc(C(=O)Nc2cccc(Cl)c2)cc1C(=O)Nc1cccc(Cl)c1	1	1	0.9	-1	57*	-3	10	-5	-4
COc1ccc(OCCn2ccnc2C)cc1	0.94	0	1.1	6	3.5	-1	-8	-6	-7
Cc1oc(-c2ccccc2Cl)nc1CS(=O)CC(=O)NC1CC1 (stereo not given)	0.94	7	1	6	0.6	-2	-2	-2	-6

The listing, from the first entry:
SMILES	mIAP act	GRIN3A LBD mod	hIAP act	mIAP inh	MPTP inh	MIN6 prolif	hIAP inh	APOBEC3A inh	APOBEC3G inh
Cn1nc(C(=O)Nc2cccc(Cl)c2)cc1C(=O)Nc1cccc(Cl)c1	1	1	0.9	-1	57*	-3	10	-5	-4
COc1ccc(OCCn2ccnc2C)cc1	0.94	0	1.1	6	3.5	-1	-8	-6	-7
Cc1oc(-c2ccccc2Cl)nc1CS(=O)CC(=O)NC1CC1 (stereo not given)	0.94	7	1	6	0.6	-2	-2	-2	-6
Cc1noc(C)c1COc1ccc(C(=O)N2CCN(S(=O)(=O)c3cccc(F)c3)CC2)cc1	0.95	-7	0.88	5	0.5	-3	12	-2	-4
O=C(COC(=O)C1CCCCC1)Nc1ccc(N2CCCCC2)cc1	1	-1	1.1	-4	34	0	-12	-2	-4
COc1cc(SC)ccc1C(=O)OC1CCOC1=O (stereo not given)	0.98	1	0.84	2	0.5	-3	16	0	-2
CS(=O)(=O)N1CC2CCCN2c2ccc(C(F)(F)F)cc21 (stereo not given)	1	2	0.98	0	-0.8	-2	2	-2	-3
O=C(CCCc1nc(-c2ccc(Cl)cc2)no1)NC1CCCC1	0.96	1	1.2	4	18	-7	-18	0	1
O=C(CSc1n[nH]c(-c2ccccc2)n1)c1ccc(O)c(O)c1	0.35	12*	1	65*	2.1	-2	-1	0	0
Cn1ncc(Cl)c1C(=O)Nc1nnc(C2CC2)s1	0.96	-2	0.86	4	0.5	-3	14	-3	-8
Cc1ccccc1NC(=O)COc1ccc2c(c1)OC(C)(C)CC2=O	1	2	1.1	-5	1.9	-3	-6	-5	-8
CCOC(=O)C1(CCOc2ccccc2)CCN(Cc2cc(OC)c(O)cc2Cl)CC1	0.94	-1	1.1	6	1.8	-4	-6	-7	-10
COCCCN(C(=S)NC(=O)C12CC3CC(CC(C3)C1)C2)c1c(N)n(Cc2ccccc2)c(=O)[nH]c1=O	0.98	1	1.2	2	0.9	-2	-16	4	-10
COc1cccc(CNC(=O)c2cc(S(=O)(=O)N3CCOCC3)cn2C)c1	1.2	7	0.9	-16	-0.4	0	10	-5	-14
c1ccc(-c2nc(N3CCNCC3)nc3ccccc23)cc1	0.97	-2	0.96	3	13	-2	4	-3	-3
Oc1ccc(C(c2nnnn2C2CCCCC2)N2CCOCC2)cc1 (stereo not given)	0.94	1	1	6	-1.0	-2	-2	-3	-5
Cc1cccc(NC(=O)NNC(=O)c2nn(C)cc2Br)c1	1.1	0	1	-7	-2.0	0	-2	-5	-7
Fc1ccc(-n2c(-c3ccc4c(c3)OCO4)n[nH]c2=S)cc1Cl	1	2	0.95	-2	-0.4	-3	5	-3	4
CC(C)N1CC23C=CC(O2)C(C(=O)OCc2ccccc2)C3C1=O (stereo not given)	0.9	1	0.9	10	-0.2	3	10	-4	-8
CCOc1ccc(N(C(=O)CNC(=O)c2ccco2)C(C(=O)NC2CCCC2)c2ccncc2)cc1 (stereo not given)	0.97	-1	1.1	3	-0.8	-1	-12	-3	-8

Arranged by the number under APOBEC3G inh (rising): five of the compounds above
SMILES | mIAP act | GRIN3A LBD mod | hIAP act | mIAP inh | MPTP inh | hIAP inh | APOBEC3A inh | APOBEC3G inh
COc1cccc(CNC(=O)c2cc(S(=O)(=O)N3CCOCC3)cn2C)c1 | 1.2 | 7 | 0.9 | -16 | -0.4 | 10 | -5 | -14
CCOC(=O)C1(CCOc2ccccc2)CCN(Cc2cc(OC)c(O)cc2Cl)CC1 | 0.94 | -1 | 1.1 | 6 | 1.8 | -6 | -7 | -10
CC(C)N1CC23C=CC(O2)C(C(=O)OCc2ccccc2)C3C1=O (stereo not given) | 0.9 | 1 | 0.9 | 10 | -0.2 | 10 | -4 | -8
Cc1cccc(NC(=O)NNC(=O)c2nn(C)cc2Br)c1 | 1.1 | 0 | 1 | -7 | -2.0 | -2 | -5 | -7
Oc1ccc(C(c2nnnn2C2CCCCC2)N2CCOCC2)cc1 (stereo not given) | 0.94 | 1 | 1 | 6 | -1.0 | -2 | -3 | -5

Returning to the listing, repeating the 2 entries before the break.
SMILES	mIAP act	GRIN3A LBD mod	hIAP act	mIAP inh	MPTP inh	MIN6 prolif	hIAP inh	APOBEC3A inh	APOBEC3G inh
CC(C)N1CC23C=CC(O2)C(C(=O)OCc2ccccc2)C3C1=O (stereo not given)	0.9	1	0.9	10	-0.2	3	10	-4	-8
CCOc1ccc(N(C(=O)CNC(=O)c2ccco2)C(C(=O)NC2CCCC2)c2ccncc2)cc1 (stereo not given)	0.97	-1	1.1	3	-0.8	-1	-12	-3	-8
Cc1ccc(C(=O)N(c2ccccn2)C(C)c2ccco2)cc1 (stereo not given)	0.98	2	0.97	2	0.3	1	3	-1	-4
O=C(Cc1ccccc1)N1CCN=C1SCc1cccc([N+](=O)[O-])c1	1	0	1	-4	-1.0	-3	-1	-5	-3
Cc1ccc(-c2c3c(=O)n(C)c(=O)n(C)c3cn2Cc2ccccc2)cc1	0.95	1	1	5	0.7	-1	-3	0	-3
O=C(c1ccco1)N1CCN(Cc2nnnn2C2CCCCC2)CC1	1.1	1	0.91	-7	0.3	3	9	6	-7
O=Cc1ccccc1-c1cn(CN2C(=O)c3ccccc3C2=O)nn1	1.1	-3	1.2	-6	-1.5	-2	-16	-4	-2
O=C(Cc1c[nH]c2ccccc12)NNC(=O)c1ccccc1	0.9	-3	1	10	1.0	2	-5	-1	1
Cc1c(C#N)c2ccccc2n1C	1.1	1	1.1	-9	1.3	0	-11	-1	-7
COc1ccc(C(=O)OCC(=O)Nc2c(C)n(C)n(-c3ccccc3)c2=O)cc1	0.92	2	0.81	8	-2.3	-3	19	-3	-7
O=C1c2ccccc2C(=O)c2c1cccc2-n1nnc2ccccc21	0.91	2	0.91	9	2.5	-1	9	9	12
CC(=O)Oc1cccc(N2C(=O)C3C4C=CC(C4)C3C2=O)c1 (stereo not given)	1	-1	0.92	0	1.9	2	8	-1	-3
Cc1cccc(C)c1NC(=O)CN(C)S(=O)(=O)c1ccc(-c2ccc(=O)[nH]n2)s1	0.97	-3	0.83	3	-1.3	0	17	-2	0
COc1cc(C2/C(=C(/O)c3ccccc3)C(=O)C(=O)N2c2ccccn2)ccc1O (stereo not given)	0.96	-2	1	4	0.1	-4	-2	-1	-2
O=C(CC1C(=O)NCCN1Cc1ccccn1)NCCc1ccccc1F (stereo not given)	1.1	0	1	-15	-1.8	4	-2	0	2
Cc1nc2ccc(S(=O)(=O)NCC(=O)NCc3ccc4c(c3)OCO4)cc2s1	0.97	0	1.2	3	-0.7	1	-16	0	-2
CCn1ncc(Br)c1C(=O)Nc1cc(C)ccc1F	0.98	0	1.1	2	-2.4	-2	-6	-3	-6
CC(C)CCNC(=O)[C@H](CSCc1ccccc1)N1Cc2ccccc2C1=O	1	-4	0.88	-4	-0.2	1	12	-2	-4
C=CCn1c(CNS(=O)(=O)c2ccc(Br)cc2)nnc1SC	1	-1	1	0	0.8	0	-1	2	-2
CO/N=C/C(NC(=O)c1ccc(C(F)(F)F)cc1)C(=O)OC (stereo not given)	0.99	0	0.87	1	0.2	0	13	0	-5
COc1cc(C(=O)N2CCC(c3nc(-c4cccnc4)no3)CC2)cc(OC)c1OC	1	-3	0.97	-3	-0.9	-2	3	0	-3
NS(=O)(=O)c1ccc(C(=O)O)cc1	1.1	5	1	-7	1.2	-2	-2	0	-4
O=C1c2ccccc2C(=O)N1Cc1cccnc1	0.94	0	0.97	6	0.1	1	2	-2	-2
COc1ccc(C(=O)Nc2ccnn2C2CCN(Cc3cccnc3)CC2)cc1	0.99	5	0.94	1	-2.8	-4	6	-2	-1
COc1ccc(OC)c(NC(=O)Nc2cc(NC(=O)Nc3cc(OC)ccc3OC)c(C)nc2C)c1	1.1	0	1.1	-11	1.5	0	-13	-5	-6
O=C(Nc1nc(-c2cccc([N+](=O)[O-])c2)cs1)C(c1ccccc1)c1ccccc1	0.9	-1	0.97	10	3.8	-3	3	-1	-3
O=C(Nc1ccnn1C1CCN(Cc2ccc(CO)o2)CC1)c1ccc2c(c1)OCO2	1	-2	0.88	-2	-0.7	3	12	-1	-5
COc1ccccc1CN(C(=O)c1ccco1)C(C(=O)NC1CCCC1)c1ccncc1 (stereo not given)	1	-1	1.1	-4	-5.3	-3	-13	-5	-5
O=C1CC(N2CCOCC2)C(=O)N1CCN1C(=O)CC(N2CCOCC2)C1=O (stereo not given)	1	0	1.1	0	-3.3	0	-9	-3	-6
Cc1ccc(S(=O)(=O)n2nc(OC(=O)c3ccco3)cc2N)cc1	0.95	-4	0.8	5	0.1	0	20	3	-2
Fc1ccc(CSc2nnc3ccc(-c4ccncc4)nn23)cc1	1	-2	0.95	-1	0.4	2	5	3	0
Cc1cccc(NC(=S)N2CCC(C(=O)c3ccc(F)cc3)CC2)c1C	0.98	-32	1.1	2	-0.2	-3	-8	-7	-2

As a working copy, some entries already given.
SMILES	mIAP act	GRIN3A LBD mod	hIAP act	mIAP inh	MPTP inh	MIN6 prolif	hIAP inh	APOBEC3A inh	APOBEC3G inh
Cn1nc(C(=O)Nc2cccc(Cl)c2)cc1C(=O)Nc1cccc(Cl)c1	1	1	0.9	-1	57*	-3	10	-5	-4
COc1ccc(OCCn2ccnc2C)cc1	0.94	0	1.1	6	3.5	-1	-8	-6	-7

Following part.
SMILES	mIAP act	GRIN3A LBD mod	hIAP act	mIAP inh	MPTP inh	MIN6 prolif	hIAP inh	APOBEC3A inh	APOBEC3G inh
COc1ccc2c(c1)-c1nc(N)sc1CC2	0.95	0	1.1	5	1.6	1	-15	-7	-8
CC(C)CCn1nnnc1C(C(C)C)N1CCC(C(N)=O)CC1 (stereo not given)	0.97	-1	0.86	3	-2.9	-1	14	-1	-1
Cc1cccc(NC(=O)Nc2ccc3c(c2)OCO3)n1	0.99	-1	1	1	4.4	-1	-4	-4	-4
Cc1cc(NC(=O)CCC(=O)N(c2cccc(F)c2)C(C(=O)NC2CCCC2)c2ccccc2)no1 (stereo not given)	0.93	-1	0.93	7	-2.0	0	7	-1	-9
Cc1nc(S/C(=C/c2ccc(-c3cc(Cl)ccc3C)o2)C(=O)O)n[nH]1	0.78	-1	1.4	22	21	-6	-42	-2	-3
CC(C(=O)Nc1ccc2c(c1)OCO2)c1ccc([N+](=O)[O-])cc1 (stereo not given)	0.99	0	1	1	1.0	1	0	-2	-3
O=C1c2cccnc2-c2ncccc21	1	0	1.1	-1	-1.2	-4	-6	1	0
CCOc1ncccc1C(=O)N(C)CC(=O)Nc1ccc(C)cc1	1	0	0.95	-2	0.4	-1	5	-2	-5
CCOC(=O)CN(C(=O)CN1CCC(n2nnc3cc(C)ccc32)CC1)c1ccccc1	1	-1	1.1	-3	-2.0	0	-13	-4	-7
C=C(C)CN(CC)C(=O)CC1C(=O)NCCN1CC(C)(C)C (stereo not given)	0.96	0	0.92	4	-0.4	-2	8	-3	-4
O=C(CCS(=O)(=O)c1ccccc1F)Nc1ccc(N2CCN(Cc3ccccc3)CC2)cc1	1	-3	1.1	-5	-1.2	1	-7	3	-8
CC(=O)NNc1ncnc2c1cnn2-c1ccc(C)cc1	0.81	1	3.1*	18	-2.2	-2	-206	6	-2

Source: PubChem BioAssay

This is a random part of the collection. About 5% of those tested had a hit in this group.
